Tn7 DDE FP: inhibitors of Tn7 peptide binding to fibrin DD(E), primary screen, biochemical, fluorescence polarization, human fibrin, Tn7 probe; Fibrinogen beta chain (Homo sapiens), P02675; FP displacement of FITC-Tn7 peptide from fibrin DD(E); 0% = median of compound wells per plate; inhibition, % at 8.3 µM; 0.13% of 370,000 active;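 active means inhibition above the mean of compounds falling within the control limits plus 3 SD of them, cut at about 14% in these data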;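 further: 0% = plate median of compound wells and 100% = 10 µM Aha-Tn7 peptide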
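Assay system: human fibrin DD(E) protein / Input: 2 µM fibrin DD(E) / Benchmarks: high control of 10 µM Aha-Tn7 peptide / Measured by: fluorescence polarization of the labelled Tn7 tracer / Medium: Tris buffer with calcium and detergent, pH 7.8 / Timing: 10 min compound pre-incubation, 3 h probe incubation at room temperature / Repeats: one replicate per compound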
LEDGF integ inh: blockers of LEDGF/p75-dependent integrase strand transfer – biochemical, TR-FRET, high throughput, primary screen; HIV-1 integrase (with human LEDGF/p75); TR-FRET IN-LEDGF/p75 DNA integration, Eu/Cy5; inhibition, % at 3.7 µM; 0.64% of 370,000 active; AID 743269, 2014;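 active means inhibition above the screen-wide mean plus 3 SD, cut at about 13% in these data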;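 further: signal is the Cy5 over europium emission ratio at 671 and 618 nm; 0% = plate median of compound wells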
MBD2 inh: inhibitors of MBD2 binding to methylated DNA, primary screen, biochemical, TR-FRET, DNA-binding domain, human | 0.31% of 370,000 active | inhibition, % at 4.4 µM | Methyl-CpG-binding domain protein 2 (Homo sapiens), Q9UBB5 | MBD2 binding to methylated oligonucleotide; in the data active means inhibition above about 13%
Target sequence (Q9UBB5 whole entry, looked up, the tested form may be a part): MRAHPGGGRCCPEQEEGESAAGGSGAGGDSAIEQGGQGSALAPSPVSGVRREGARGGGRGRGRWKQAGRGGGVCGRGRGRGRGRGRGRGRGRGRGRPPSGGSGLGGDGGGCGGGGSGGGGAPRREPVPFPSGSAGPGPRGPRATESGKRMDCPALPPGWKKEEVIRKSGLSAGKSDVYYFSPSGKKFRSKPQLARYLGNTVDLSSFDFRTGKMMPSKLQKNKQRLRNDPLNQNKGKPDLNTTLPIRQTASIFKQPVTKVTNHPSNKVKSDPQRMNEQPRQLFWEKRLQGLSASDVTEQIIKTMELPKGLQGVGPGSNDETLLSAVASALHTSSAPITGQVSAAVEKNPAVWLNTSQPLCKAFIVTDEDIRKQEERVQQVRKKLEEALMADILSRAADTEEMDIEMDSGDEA
TCR CD3 inh: inhibitors of human TCR-CD3 interaction, primary screen, biochemical, fluorescence, TAMRA-labeled TCR probe; T-cell receptor (TCR); inhibition, % at 9.4 µM; 0.37% of 360,000 active; AID 651800, 2012; in the data active means inhibition above about 19%;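 further: recombinant mutant TCR 2C K166C tagged with TAMRA read by polarization; 0% = receptor in buffer alone and 100% = receptor with positive control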
SIAE inh: human SIAE inhibitors, primary screen, biochemical, fluorescence polarization, FP-Rh probe, 1536-well HTS; Sialate O-acetylesterase (Homo sapiens), Q9HAT2; SIAE FP-Rh probe binding; inhibition, % at 9.66 µM; 0.69% of 370,000 active; AID 1053197, 2014;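 active means inhibition above a cutoff: mean of compounds within the control limits plus 3 SD of those, cut at about 17% in these data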;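 further: 0% = plate median of compound wells and 100% = probe without SIAE protein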
Target sequence (Q9HAT2 whole entry, looked up): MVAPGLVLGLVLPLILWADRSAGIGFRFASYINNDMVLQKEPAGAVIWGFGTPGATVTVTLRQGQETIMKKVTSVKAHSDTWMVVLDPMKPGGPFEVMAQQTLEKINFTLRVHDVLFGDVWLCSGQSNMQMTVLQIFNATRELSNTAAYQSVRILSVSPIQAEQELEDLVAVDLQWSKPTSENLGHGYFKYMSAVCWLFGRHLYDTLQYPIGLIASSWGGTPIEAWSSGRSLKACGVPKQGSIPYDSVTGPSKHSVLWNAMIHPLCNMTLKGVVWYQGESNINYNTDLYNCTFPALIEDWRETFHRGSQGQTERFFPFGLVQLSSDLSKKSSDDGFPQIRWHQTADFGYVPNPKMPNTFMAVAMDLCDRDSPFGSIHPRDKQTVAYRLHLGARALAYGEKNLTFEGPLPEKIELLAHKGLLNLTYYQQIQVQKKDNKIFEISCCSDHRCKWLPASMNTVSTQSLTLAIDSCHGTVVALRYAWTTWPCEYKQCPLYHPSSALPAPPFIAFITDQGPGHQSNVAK
UHRF1 MBD2 ctr: UHRF1 methylated DNA binding inhibitors, primary screen, counter-screen for MBD2 inhibitor project, biochemical, TR-FRET, human UHRF1, single concentration. UHRF1 binding to methylated oligo. inhibition, % at 4.4 µM. E3 ubiquitin-protein ligase UHRF1 (Homo sapiens), Q96T88. 0.75% of 370,000 active; in the data active means inhibition above about 21%;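 further: UHRF1 SRA domain binding a hemimethylated CpG hairpin DNA probe; 0% = median of test compound wells and 100% = reference inhibitor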
PRMT1 inh: PRMT1 methyltransferase inhibitors, primary screen, biochemical, fluorescence polarization; Protein arginine N-methyltransferase 1 (Homo sapiens), Q99873; recombinant PRMT1, activity-based probe fluorescence polarization; inhibition, % at 2.79 µM; 1.3% of 370,000 active; AID 652257, 2013;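 active means inhibition above about 21% made by adding two undisclosed values, limit read from the data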
proKLK7 act: proKLK7 zymogen activators, primary screen, biochemical, fluorescence intensity | Kallikrein-7 (Homo sapiens), P49862 | AID 652039, 2013 | activation, % at 7 µM | purified proKLK7, EDANS-DABCYL substrate fluorescence; 100% is mature enzyme control, 0% vehicle | 0.9% of 370,000 active;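 active means activation above the mean of all tested compounds plus 3 SD, computed per campaign excluding outliers beyond control limits, cut at about 13% in these data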
DDE Tn6 FP inh: inhibitors of Tn6 peptide binding to fibrin DD(E), primary screen, biochemical, fluorescence polarization, human fibrin, Tn6 probe; Fibrin DD(E) TRITC-Tn6 fluorescence polarization displacement; inhibition, % at 8.3 µM; 0.21% of 370,000 active;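 active means inhibition above a per-campaign cutoff: mean of compounds within control limits plus 3 SD, cut at about 15% in these data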;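 further: 0% = median of all compound wells on the plate and 100% = blocking peptide control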
TDP2 absorb: human TDP2 enzyme inhibitors, primary screen, biochemical, epi absorbance, recombinant enzyme | Tyrosyl-DNA phosphodiesterase 2 (Homo sapiens), O95551 | T5PNP hydrolysis, p-nitrophenol absorbance 415 nm | inhibition, % at 12.8 µM | 0.34% of 370,000 active;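 active means inhibition above the mean of all tested compounds plus 3 SD, set per campaign, cut at about 25% in these data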;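 further: 0% = DMSO with enzyme and 100% = buffer with substrate but no TDP2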
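System – recombinant human TDP2 · Amount – 120 nM TDP2 per well · Buffer or medium – Mg2+-containing Tris-HCl buffer, pH 7.5 · Reagent – T5PNP substrate, 5 mM · Dosing – 12.8 µM single point, 1% DMSO · Incubation – 2 h at 37 °C · Measured by – epi absorbance · Read-out basis – percent inhibition · Benchmarks – high control without enzyme, low control DMSO plus TDP2 · Repeats – singlicate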
* = called active by the depositor. Random draw from the library; any-hit rate near 4.6%.

Values run as follows: Tn7 DDE FP	LEDGF integ inh	MBD2 inh	TCR CD3 inh	SIAE inh	UHRF1 MBD2 ctr	PRMT1 inh	proKLK7 act	DDE Tn6 FP inh	TDP2 absorb
1: Cc1ccc(-n2c(-c3ccco3)nc3nc4ccccc4nc32)cc1F
  -2	-3	-2	-4	-2	-3	0	-2.2	4	9
2: CCn1c(SCC(=O)N/N=C/C(C)=C\c2ccco2)nnc1-c1ccccc1
  -3	-3	-1	3	3	14	4	0.4	4	0
3: Cc1ccc(C(=O)Nc2nnc(S(=O)(=O)N3CCN(c4ccc(F)cc4)CC3)s2)cc1
  -2	-9	-5	-4	-4	2	1	-0.3	-4	-5
4: CCCCN(CCCC)CC1OCc2ccccc2CO1
  2	-6	-4	6	8	5	-2	0.5	-3	-8
5: Cc1ccc(-c2cnn(-c3cccc([N+](=O)[O-])c3)c2N)cc1
  0	3	0	-5	12	2	-1	0.1	-6	-8
6: NC(=S)N/N=C/c1coc2cc(Br)ccc2c1=O
  0	-8	3	-8	3	-3	5	-0.4	-3	-10
7: COc1ccc(S(=O)(=O)N2CCC(CN3C(=O)c4cccc5cccc(c45)C3=O)CC2)cc1
  1	-2	1	-7	4	9	-1	-134	0	-12
8: CC1CCCCN1Cc1c(O)ccc2c(=O)c(-c3ccccc3)coc12 (stereo not drawn)
  1	4	3	-1	0	1	-3	34*	0	-13
9: O=S(=O)(Nc1ccc2c3c(cccc13)CC2)c1ccccc1
  7	3	4	-3	-2	5	1	0.1	-5	-2
10: Cc1ccc(SCC(=O)Nc2ccc(S(N)(=O)=O)cc2)cc1
  -2	3	0	2	-2	1	2	0.0	-2	7
11: COc1ccccc1NC(=O)c1c([N+](=O)[O-])c(C(C)(C)C)nn1C
  -10	3	-5	-11	7	-2	-1	-0.1	0	-22
12: CC(=O)Nc1sc2c(c1C(N)=O)CCC2
  6	-3	-3	1	3	-2	3	0.1	-3	10
13: Cc1cccc(C(=O)NCC(=O)NNC(=O)c2ccccc2O)c1
  -9	-3	-1	42*	14	-1	0	-3.3	-3	-5
14: CCCCn1nnnc1SCC(=O)c1ccccc1F
  4	-1	4	4	-2	-1	2	-0.9	0	4
15: CCCOc1ccc(N2C(=O)CC(SCc3nc4ccccc4[nH]3)C2=O)cc1 (stereo not drawn)
  8	-2	5	6	6	-2	9	-0.7	8	9
16: CCNC(=O)C1CCCN(C(=O)c2ccc(OC)c(OC)c2)CC1 (stereo not drawn)
  -3	-3	3	-3	5	2	0	0.3	8	1
17: CCOC(=O)C[C@H]1c2cc(F)ccc2S(=O)(=O)N1C(C)(C)C
  1	-1	1	-1	1	5	3	-0.5	-8	-7
18: CC(C)NC(=S)N/N=C/c1ccc(N2CCOCC2)cc1
  1	2	2	2	5	-4	-2	0.9	1	-1
19: COc1cc(C(=O)N2C(=O)CCC2=O)cc(OC)c1OC
  -2	3	-4	-2	0	3	0	-1.1	-2	-9
20: C[C@H](O)[C@@H]1C(=O)N2CCc3c([nH]c4ccccc34)[C@@H]2C[C@@H]1N(C)C(=O)OCc1ccccc1
  -2	-3	4	11	5	-2	10	12	-2	-3
21: N=c1c2c(n(Cc3ccccc3)c3c1CCC3)CCC2
  3	-2	0	6	3	0	-1	0.3	0	4
22: COCCCn1c(=O)c2sccc2n(Cc2ccccc2C)c1=O
  -5	-4	4	-8	-2	0	-2	-0.7	-2	12
23: O=C(CCS(=O)(=O)c1cc2c(cc1Cl)NC(=O)CO2)NCc1ccccc1
  5	-2	2	-1	6	5	-2	-0.1	1	-15
24: CN(C)CCn1c(=O)n(-c2cccc(Cl)c2)c(=O)c2c3c(sc21)CCCCC3
  0	-7	-2	-4	-3	0	2	0.4	1	-5
25: Cc1cc(-c2nnc(SCC(=O)NC3CC3)n2C(C)C)cs1
  -5	0	0	-5	2	1	-1	0.2	-7	0
26: CCN(CC)S(=O)(=O)c1ccc(N2CCOCC2)c(NS(=O)(=O)c2ccc(C(C)C)cc2)c1
  -4	-3	9	2	-4	-3	-1	-0.2	6	-2
27: O=c1cc(/N=C/c2coc3c(ccc4ccccc43)c2=O)[nH]c(=S)[nH]1
  0	1	0	8	-30	-5	-1	0.2	-7	-7
28: CC(=O)Nc1ccccc1-c1nnc(SCc2ccccc2Cl)[nH]c1=O
  3	-5	0	5	-5	2	-1	-0.2	-3	0
29: C=C(C)CC(NCCc1ccccc1)c1ccco1 (stereo not drawn)
  3	-2	-3	6	4	0	-2	-0.1	1	1
30: O=P(CCNCc1ccco1)(c1ccccc1)c1ccccc1
  12	-7	0	-3	4	1	3	-0.7	-1	-4

In the list so far, two contain a nitro group on carbon:
Values run as follows: Tn7 DDE FP	LEDGF integ inh	MBD2 inh	TCR CD3 inh	SIAE inh	UHRF1 MBD2 ctr	PRMT1 inh	proKLK7 act	DDE Tn6 FP inh	TDP2 absorb
5: Cc1ccc(-c2cnn(-c3cccc([N+](=O)[O-])c3)c2N)cc1
  0	3	0	-5	12	2	-1	0.1	-6	-8
11: COc1ccccc1NC(=O)c1c([N+](=O)[O-])c(C(C)(C)C)nn1C
  -10	3	-5	-11	7	-2	-1	-0.1	0	-22

More entries:
Values run as follows: Tn7 DDE FP	LEDGF integ inh	MBD2 inh	TCR CD3 inh	SIAE inh	UHRF1 MBD2 ctr	PRMT1 inh	proKLK7 act	DDE Tn6 FP inh	TDP2 absorb
31: CC(C)NC(=O)NC(=O)COC(=O)c1ccccc1F
  2	-2	0	-7	2	2	2	0.4	-5	3
32: CC(C)C(=O)Nc1c(O)c2ccccc2[nH]c1=O
  -10	-1	5	11	-6	2	7	-1.0	0	6
33: CC1CCC2(CC1)OCC1(CCC3(COC4(CCC(C)CC4)OC3)C1=O)CO2 (stereo not drawn)
  -1	-3	1	-3	-3	0	1	-0.3	3	-2
34: COC(=O)[C@@]12C[C@@H](CC(=O)N3CCOCC3)C(=O)N(Cc3ccccc3)C1=CCC(C)(C)C2
  13	-1	-4	0	5	-2	-1	-0.1	1	3
35: O=C(NC1CCCc2ccccc21)C1CCN(C(=O)c2sccc2-n2cccc2)CC1 (stereo not drawn)
  -2	3	-6	6	-3	-1	-2	-0.4	0	-1
36: Cn1cnnc1Sc1ccc(/C=C(\CCC(=O)O)c2nc3ccccc3s2)cc1[N+](=O)[O-]
  2	2	-1	1	-6	-1	-1	0.2	0	10
37: CN(C)c1ccc(/C=C(/C#N)C(=O)Nc2nc3c(s2)CCN(Cc2ccccc2)C3)cc1
  -12	4	-2	-2	-23	0	-7	-0.1	-8	2
38: O=C(Cn1c(NCCCO)nc2ccccc21)c1ccc([N+](=O)[O-])cc1
  0	-3	-2	-1	5	1	-5	-0.2	-7	10
39: O=C(Nc1ccc2c(c1)OCCO2)c1cnccn1
  -1	0	-6	7	3	0	0	-0.3	5	5
40: CN1C(C(=O)NCc2ccco2)CC2Cn3c(nc4ccccc43)C21 (stereo not drawn)
  5	1	3	8	5	-3	-1	0.1	-4	2
41: CCOCCn1c(=O)c2c(nc3n2CC(C)CN3CCc2ccccc2)n(C)c1=O (stereo not drawn)
  -3	0	-1	4	2	0	-1	1.3	-1	5
42: Cc1cc(NC(=O)CSc2nc3cc(Cl)ccc3o2)no1
  -4	0	-1	1	-6	0	-2	-0.1	-3	9
43: O=C(O)CCCCCNC(=O)c1ccccc1Br
  5	0	-2	-1	-4	3	3	-0.1	-2	5
44: Cc1ccccc1NC(=O)CSc1nnc2ccc(-c3ccncc3)nn12
  -4	7	1	4	-4	-5	-1	1.1	7	-12
45: CN(C)C(=O)c1cccc(-c2cc(NC=O)c3ncc(-c4ccc(F)cc4)n3c2)c1
  6	-3	0	-1	3	-4	5	-8.7	3	4
46: COc1ccc(S(=O)(=O)Nc2ccc(C(N)=O)cc2)cc1C(=O)N1CCCCCC1
  -1	2	-5	6	-6	3	0	-0.7	-2	4
47: O=C(COc1ccc(F)cc1)Nc1c(C(=O)N2CCC(N3CCCCC3)CC2)oc2ccccc12
  5	-9	0	-5	-5	2	3	0.2	3	-11
48: Cc1ccc(N=CC2=C(O)CC(c3ccccc3Cl)CC2=O)cc1 (stereo not drawn)
  0	0	3	-4	7	2	-3	-0.5	-2	-4
49: COc1cc(/C=C/C(=O)OCC(=O)NC(=O)NC2CCCCC2C)ccc1OC(F)F (stereo not drawn)
  3	4	-4	-4	-10	1	-4	0.2	3	-15
50: CC(C)(C)c1ccc(-c2cc(C(=O)NNC(=O)Nc3ccccc3)c3ccccc3n2)cc1
  -2	0	1	11	-132	-1	2	-0.8	-14	4
51: CCCOC(=O)C1=C(C)NC2=C(C(=O)C(C(=O)OC)C(C)C2)C1c1ccc(N(CC)CC)cc1 (stereo not drawn)
  -1	-3	1	2	5	2	2	0.3	-3	-2

Screen by screen, as entered above.
LEDGF integ inh, entries 46–51 → 2, -9, 0, 4, 0, -3
